b-catenin transl: alters nuclear translocation of beta-catenin in HeLa cells. nuclear translocation activity, % at 5 µM. immunofluorescence imaging. 190,000 tested, 0.3% active;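 active = nuclear translocation activity above 50% at 5 µM, with a well cell count of 50 or more; inconclusive = wells under 50 cells across six images, flagged as toxic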;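 also: per-cell ratio of nuclear to cytoplasmic median beta-catenin stain intensity; plate controls were DMSO negative control for no effect and GSK-3 inhibitor IX positive control for full effect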
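test system = HeLa cells, endogenous beta-catenin | dosing = single 5 µM dose plus 0.02–20 µM confirmation series | times = compound treatment 24 h, 37°C, 5% CO2 | technique = beta-catenin immunofluorescence imaging with DAPI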
HIV fusion peptide: cell-free HIV fusion peptide-binding blockers – biochemical, uHTS, fluorescence dequenching, primary screen (AID 1986) | one-dose inhibition, % at 20 µM; IC50 in µM for titrated hits | cell-free peptide binding, fluorescence dequenching, 30 min; higher % means a stronger effect | 290,000 tested, 0.3% active; in the data active = inhibition mostly above about 52%, no sharp cut-off; inactive = mostly below about 76%; also: some results filed as inactive read as strong as hits
Yfh1-depleted yeast: mitochondrial function rescue without frataxin homolog – Friedreich's ataxia, plus single-dose screen, dose response (AID 1465) | S. cerevisiae Yfh1-off respiration, WST-1 reduction, 72 h; higher fold induction means a stronger effect | fold induction at 50 µM, or EC50 in µM where a hit was titrated | 220,000 tested, 0.074% active;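 active = fold induction of absorbance versus untreated yeast above a set limit, then at least 30% activation at any dose in follow-up; inconclusive = repeats straddling the limit, or above it without dose testing; inactive = fold induction below the set limit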;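 also: activators that raise dye reduction in frataxin-depleted yeast; strong numbers were not always called active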
Autophagy mod: modulators of autophagy. MEF GFP-LC3 puncta imaging; test concentration mostly 10 µM. calls only at 10 µM (by protocol). 190,000 tested, 0.98% active. AID 463193;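 active = percentage of spot-positive cells more than 3 SD above its plate mean, without a fluorescence outlier flag or 80% toxicity; inconclusive = no clear call, values can overlap the other calls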;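 also: spot-positive cell cutoff set from DMSO-treated cells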
MT stabilize HCS: stabilizes microtubules in HeLa cells; 200,000 tested, 0.83% active; % tubulin-high responders, % at 10 µM; HeLa tubulin immunostaining HCS, 24 h; share of cells brighter than vehicle mean+2SD; AID 2205;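 active = plate Z-score above 3 for both tubulin-high and condensed-nucleus cell shares, with cell loss under 80%, at 10 µM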;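 also: anti alpha tubulin signal scored within the nucleus-defined area of each cell; some results filed as inactive read as strong as hits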
Insulin prom up: MIN6 insulin promoter up-regulation. MIN6 insulin promoter-GFP reporter, high-content imaging; stronger effect = higher value. z-score at 5 µM. 190,000 tested, 0.3% active;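 active = z-score above 3 at 5 µM with at least 500 cells counted in the well; inconclusive = wells under 500 cells, flagged as cytotoxic or low count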
AID2073: inhibitors of Mint1-CaV2.2 protein interaction, biochemical, HTRF (AID 2073); 290,000 tested, 0.19% active; HTRF protein-protein interaction, Mint1-CaV2.2; higher % means a stronger effect; inhibition, % at 20 µM; hits with a dose series show IC50 in µM; in the data active = inhibition mostly above about 51%, no sharp cut-off; inconclusive = no clear call, values can overlap the other calls; inactive = mostly below about 53%; also: some results filed as inactive read as strong as hits
Dynein cargo inh: blocks dynein driven cargo transport along microtubules | AID 1381 | 220,000 tested, 0.47% active | z-score, hits read low | 3617.4 mouse cells, GR-EGFP nuclear translocation imaging; test concentration mostly 20 µM; stimulated with dexamethasone, 1 µM; stronger effect = lower value;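 active = plate z-score of nuclear minus cytoplasmic receptor signal below a set negative limit, without overly bright fluorescence or cell loss, cut at about -3.5 in these data, passing the limit was not always enough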;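 also: z-score of nuclear minus cytoplasmic ring GR-EGFP intensity difference per well; some compounds called inactive have numbers as strong as hits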
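Also added – dexamethasone, 1.0 µM final · Buffer or medium – tet-free, stripped-serum medium · Schedule – induction 48 h, compound 1 h, agonist 30 min · Detection – formaldehyde fixation, Hoechst nuclear stain, 10x automated fluorescence imaging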
WT yeast gro inh: growth inhibition of WT yeast, mitochondrial fusion screen; AID 1362; inhibition, % at 10 µM; mitochondrial fusion phenotypic screen, WT strain; 190,000 tested, 2.1% active; in the data active = inhibition above about 58%; tested in S. cerevisiae
WT yeast gro inh mutant strain: further read-out of WT yeast gro inh, marked with its call; inhibition, %; mitochondrial fusion phenotypic screen, mutant strain inhibition
Dynein cargo inh cytoplasmic EGFP: further read-out of Dynein cargo inh, marked with its call; z-score; measured here: cytoplasmic GR-EGFP intensity; stronger effect = higher value
Dynein cargo inh nuclear GR-EGFP: also measured in Dynein cargo inh; calls as there; z-score; measured here: nuclear GR-EGFP intensity;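 lower value marks the stronger effect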
Dynein cargo inh cell count: further read-out of Dynein cargo inh, marked with its call; z-score; measured here: cell count per field
Insulin prom up cell count: second read-out of Insulin prom up, no call of its own (marks repeat the call); cell count; measured here: cytotoxicity, nuclei count;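 total cells summed across four imaged fields per well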
b-catenin transl cell count 5 µM: second read-out of b-catenin transl, no call of its own (marks repeat the call); cell count; measured here: cell count, cytotoxicity flag
MT stabilize HCS Hoechst-high %: recorded beside MT stabilize HCS, whose call it bears; % Hoechst-high responders; measured here: nuclear condensation Hoechst responders;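 share of cells brighter than vehicle mean plus two SD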
MT stabilize HCS cytotoxicity %: recorded beside MT stabilize HCS, whose call it bears; toxicity, %; measured here: cytotoxicity by cell density;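 0% = mean cell density of plate MIN control wells and 100% = no cells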
Autophagy mod cell loss 18 h: recorded beside Autophagy mod, whose call it bears; toxicity, %; measured here: cell loss, nuclei count;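 cell loss after 18 h compound exposure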
The depositor's hits bear a star; i = inactive; ? = inconclusive; . = no result given; + = active, no number.

| SMILES | b-catenin transl | b-catenin transl cell count 5 µM | HIV fusion peptide | Yfh1-depleted yeast | Autophagy mod | Autophagy mod cell loss 18 h | MT stabilize HCS | MT stabilize HCS Hoechst-high % | MT stabilize HCS cytotoxicity % | Insulin prom up | Insulin prom up cell count | AID2073 | Dynein cargo inh | Dynein cargo inh cytoplasmic EGFP | Dynein cargo inh nuclear GR-EGFP | Dynein cargo inh cell count | WT yeast gro inh | WT yeast gro inh mutant strain |
| --- | --- | --- | --- | --- | --- | --- | --- | --- | --- | --- | --- | --- | --- | --- | --- | --- | --- | --- |
| Cc1ccnc(NC(=O)c2cc3c(=O)oc4ccc(C)cc4c3s2)c1 | -0.9 | 1383 | -0.7% | i | . | . | . | . | . | 0.69 | 1079 | 12% | 2.1 | -0.13 | 1.5 | -1.6 | . | . |
| CC(=O)N1CC2(c3ccccc3)CN(C(C)=O)CC(c3ccccc3)(C1)C2=O | -1.2 | 1116 | -2.1% | i | i | 6 | 3.4 | 1.8 | 6.0 | 0.4 | 1206 | -9% | 0.66 | -0.28 | 0.22 | 0.57 | -24 | -15 |
| COc1cc(CNCc2ccccn2)ccc1OCC(=O)NC(C)(C)C | 0.1 | 1119 | -0.1% | i | i | 2 | 6.7 | 1.9 | 2.3 | -0.68 | 1347 | 5% | 0.45 | -0.079 | 0.38 | -1 | 14 | 4 |
| NC(=O)c1cccn1Cc1cccc(Cl)c1 | . | . | 0.0% | i | i | -3 | 2.1 | 1.0 | 4.1 | 0.98 | 842 | -6% | 0.15 | -0.065 | 0.12 | 0.52 | 5 | 18 |
| C=CCn1c(SCC(N)=O)nc2scc(-c3ccc(C)o3)c2c1=O | 5.0 | 812 | 1.6% | i | i | 12 | 3.4 | 2.2 | 6.2 | -1.4 | 1518 | ? | -0.61 | 0.17 | -0.063 | 0.077 | 4 | 15 |
| CC(=O)Nc1cccc(C(=O)N/N=C/c2ccc(F)cc2)c1 | -2.4 | 1146 | -0.3% | i | i | 0 | 1.7 | 2.3 | 0.6 | . | . | -4% | 0.22 | -0.25 | 0.24 | 1.3 | 6 | -6 |
| Cc1cccc(N(CC(=O)Nc2c(C)n(C)n(-c3ccccc3)c2=O)S(C)(=O)=O)c1 | 0.5 | 959 | -2.0% | i | i | -10 | 4.0 | 2.4 | 4.2 | -0.04 | 1696 | 0% | -0.13 | -0.24 | -0.2 | 1 | -6 | 2 |
| O=C1c2ccccc2NC(c2ccc(O)cc2)N1/N=C/c1ccc(O)cc1 (stereo not drawn) | -0.9 | 1131 | 1.4% | i | i | 1 | 5.4 | 1.3 | 6.0 | -0.13 | 1500 | -1% | 1.1 | 0.075 | 0.87 | -0.34 | -10 | -5 |
| COc1cccc2cc3c(=O)oc4ccccc4c3nc12 | -1.2 | 1434 | -0.2% | i | i | 19 | 3.5 | 0.8 | 2.6 | -0.64 | 1495 | ? | 1.6 | -0.16 | 1.5 | -0.95 | 10 | -7 |
| OC(COc1ccc(CN2CCCCO2)cc1)CN1CCCCC1 (stereo not drawn) | 0.6 | 964 | -0.5% | i | i | 26 | 2.0 | 1.3 | 2.3 | . | . | -14% | 0.32 | 1.3 | 0.65 | 0.31 | -4 | -2 |
| O=C(Cn1cnc2ccccc21)N/N=C/c1cccs1 | -0.5 | 1102 | -2.0% | i | i | -15 | 3.1 | 2.7 | 12 | -0.23 | 1525 | 2% | -0.14 | -0.19 | 0.094 | 0.55 | 11 | 15 |
| COc1ccc(/C=C/C(=O)Nc2ccc(-n3nncc3-c3ccc(OC)c(OC)c3)cc2)cc1OC | 2.5 | 1074 | 0.3% | i | i | -7 | 6.2 | 3.3 | 9.5 | -1.8 | 1093 | 26% | 1.3 | -0.25 | 1 | -0.87 | -13 | -24 |
| CN(CC(=O)O)S(=O)(=O)c1cc(Cl)ccc1Cl | . | . | -0.3% | i | i | 2 | 3.7 | 2.5 | 10 | 0.19 | 1118 | 9% | 0.2 | -0.02 | 0.28 | -1.1 | 4 | 12 |
| CCOC(=O)C(=O)N/N=C/c1ccco1 | -0.4 | 1338 | -0.5% | i | . | . | . | . | . | 0.22 | 1119 | 38% | 1.1 | -0.23 | 0.57 | -0.086 | . | . |
| CC(=O)c1cccc(NC(=O)c2ccc(C)o2)c1 | 0.4 | 1009 | 0.1% | i | i | 16 | 1.3 | 2.7 | 9.1 | -0.15 | 1226 | 0% | -0.65 | -0.27 | -0.58 | 1.1 | 14 | 13 |
| CCOC(=O)CC1C(C(=O)OCC)ON2OC(C(=O)OC)C(C(=O)OCC)C12 (stereo not drawn) | -10 | 1241 | 2.1% | . | i | 1 | 2.0 | 1.9 | 10 | . | . | -1% | -0.88 | -0.12 | -0.17 | 0.26 | 6 | -35 |
| CCN(CCCNC(=O)CCn1c(=O)[nH]c2ccccc2c1=O)c1cccc(C)c1 | -1.8 | 836 | 1.8% | i | i | -6 | 5.7 | 3.4 | 1.8 | -0.1 | 1370 | -13% | -0.053 | -0.23 | 0.17 | 1.5 | -14 | 12 |
| Cc1cc(NC(=O)CSc2nc3c(c(=O)n2Cc2ccccc2)SC(C)C3)no1 (stereo not drawn) | -1.9 | 1158 | -1.3% | i | . | . | . | . | . | -0.47 | 1170 | ? | 0.35 | -0.77 | 0.61 | -0.72 | 17 | 9 |
| CCc1ccc(NC(=O)N2CCN(c3ccccc3)CC2)cc1 | -3.6 | 1142 | -1.6% | i | i | 2 | 4.5 | 2.4 | 8.2 | 0.16 | 1556 | 0% | -0.64 | -0.21 | -0.17 | 0.11 | 14 | 13 |
| CCc1ccc(C2CC(c3ccc(C)cc3)Nc3nc(N)nn32)cc1 (stereo not drawn) | -2.9 | 1188 | 0.4% | i | i | 8 | 1.3 | 3.0 | 9.4 | . | . | 6% | -0.28 | -0.22 | 0.099 | 0.93 | 16 | 5 |
| Cc1cc(C)c2nc(-c3ccccn3)cc(C(=O)NCCc3ccc(S(N)(=O)=O)cc3)c2c1 | 3.4 | 1065 | 0.9% | i | i | -35 | 2.1 | 1.7 | 0.6 | . | . | 35% | 0.038 | -0.087 | 0.16 | 0.28 | 4 | 3 |
| Cn1c(=O)cc(SCC(=O)NCCN2CCN(c3ccccc3F)CC2)c2cc(Cl)ccc21 | . | . | -3.2% | i | i | -13 | 1.7 | 1.7 | 9.9 | . | . | 18% | -0.25 | -0.22 | 0.066 | 0.004 | 5 | -8 |
| CCSc1nnnn1-c1ccccc1 | . | . | 1.0% | i | i | -2 | 1.4 | 0.5 | 7.3 | 0.82 | 1002 | -1% | 0.57 | -0.086 | 0.29 | 0.39 | 1 | 13 |
| CCOc1ccccc1NC(=O)CN1C(=O)C(=O)N(Cc2ccco2)C1=O | -0.6 | 1029 | 1.4% | i | i | -3 | 5.2 | 2.9 | 6.3 | -0.79 | 1366 | 23% | 0.019 | -0.29 | 0.32 | 0.15 | 1 | 9 |
| O=C(NNc1ccc([N+](=O)[O-])cc1)c1ccccc1Cl | 0.8 | 935 | -1.2% | i | i | 2 | 1.9 | 2.5 | 7.1 | -0.24 | 1587 | -12% | 1.8 | -0.2 | 0.91 | -1.5 | 27 | 34 |
| COc1ccc(N(CC(=O)N2CCCCC2)S(=O)(=O)c2c(C)nn(C)c2C)cc1 | 0.0 | 1164 | 0.7% | i | i | -1 | 8.3 | 3.6 | 10.0 | 0.02 | 901 | -3% | -0.11 | -0.18 | -0.046 | 0.47 | 9 | 10 |
| Cc1cc(C)c2c(n1)nn1c(NCCCN(C)C)cc(C)nc21 | -0.7 | 891 | 3.1% | i | i | 5 | 1.9 | 3.9 | 4.4 | -0.51 | 997 | 7% | -0.42 | -0.04 | 0.033 | 0.98 | 18 | 25 |
| COc1ccccc1NC(=O)CSc1ccc2nnc(-c3ccc(C)cc3)n2n1 | -1.8 | 1081 | 0.0% | . | i | 1 | 4.1 | 1.4 | 7.0 | -0.01 | 1434 | 11% | -0.66 | -0.23 | -0.077 | 0.5 | -3 | 6 |
| CCc1ccc2nc(NC3=NCN(CCN4CCOCC4)CN3)nc(C)c2c1 | 0.8 | 1083 | -0.1% | . | . | . | . | . | . | -1.5 | 927 | -1% | . | . | . | . | . | . |
| Cc1ccc(-c2cc(NC(=O)CCl)n(-c3ccccc3)n2)cc1 | -0.4 | 988 | -1.0% | . | + | 30* | 1.2 | 2.6 | 7.1 | . | . | 2% | -2.2 | 0.063 | -0.8 | 0.65 | 7 | 22 |
| COc1cc(S(=O)(=O)NC(C)C)ccc1Cl | -11 | 1207 | 7.9% | i | i | 0 | 2.5 | 1.2 | 8.6 | . | . | 1% | 0.11 | 0.018 | 0.39 | 0.12 | -12 | -8 |
| CN(C)CCCN(C(=O)c1ccco1)c1nc2c(F)cc(F)cc2s1 | 0.7 | 1114 | 1.3% | i | i | -15 | . | . | . | -0.49 | 1299 | -14% | -1 | 0.025 | -0.17 | 1.3 | -7 | -14 |
| COCCOc1ccc(C(F)(F)F)cc1NC(=O)c1ccccc1F | -0.4 | 977 | 0.5% | i | i | -2 | 2.2 | 2.3 | 9.4 | -0.15 | 1334 | 24% | 0.37 | -0.26 | 0.23 | 0.5 | -6 | -6 |
| Cc1occc1C(=O)NCc1ccccc1F | . | . | 2.6% | i | i | 4 | 3.6 | 1.6 | 1.0 | . | . | 10% | -0.47 | -0.22 | -0.61 | 0.44 | 10 | -1 |
| COc1cc(/C=C2/NC(=O)NC2=O)cc(Br)c1OCc1ccccc1 | -3.0 | 1082 | 1.5% | i | i | 3 | 3.3 | 3.0 | 3.9 | -0.15 | 1120 | 13% | 0.2 | -0.21 | -0.02 | -0.11 | -11 | -21 |
